# From PubChem
# HSP90 inh: blocks HSP90-mediated luciferase refolding in reticulocyte lysate. Rabbit reticulocyte lysate, luciferase refolding luminescence, 3 h. inhibition, % at 5.6 µM. actives 0.91% (n = 290,000). AID 1789;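 active means inhibition above the screen-wide mean plus 3 SD, computed separately per campaign, cut at about 16% in these data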;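 further: 0% = DMSO wells and 100% = 60 µM geldanamycin wells; inhibitors lower the luminescence because luciferase stays unfolded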
# Platelet DG rel: modulates dense granule release in human platelets. human platelet-rich plasma, SFLLRN dense granule ATP release, luminescence. inhibition, %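 (compounds screened at 7.5 µM in platelet-rich plasma)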. actives 0.22% (n = 300,000);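 active means mean replicate score, as percent of positive control, at or above 50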
# HIF act: HIF pathway transcriptional activation; activation, % at 7.5 µM (by protocol); AID 1910; actives 0.32% (n = 300,000); U2OS HRE-luciferase reporter, luminescence; normalized: DMSO 0%, desferrioxamine 100%;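 active means mean activation of at least 10% of the iron chelator positive control signal, with at least half of replicates also reaching 10%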
# HSF1 inh: HSF1 inhibition. NIH3T3-HGL HSE-luciferase, MG132-induced, luminescence 8 h; active compounds read low. AID 2098. actives 0.77% (n = 300,000). activity change, negative = inhibition, % at 7.5 µM (by protocol);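 active means more than half of replicate wells show activity change below -50%, luminescence cut by over half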;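 further: luciferase reports HSF-1 transcriptional activity via heat shock element; 0% = median of DMSO wells and -100% = zero luminescence signal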
# IEC-6 cytotox: counter-screen for KLF5 inhibitors: cytotoxicity in IEC-6 cells. IEC-6 cytotoxicity, luminescence viability. inhibition, % at 5 µM. actives 0.78% (n = 290,000); in the data active means inhibition above about 22%;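 further: 0% = plate median of test compound wells and 100% = cytotoxic reference compound wells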
# HSF1 activator: increases HSF-1 driven luciferase reporter signal; NIH3T3-HGL HSF-1 luciferase reporter, MG132, 8 h; 100% = twice DMSO control signal; activation, % at 9 µM; actives 1.7% (n = 300,000); AID 504408;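 active means mean replicate activation of at least 50% with a set share of replicates each reaching 50%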;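 further: 0% = median of the neutral control wells and 100% = twice that signal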
# KLF5 inhibitor: suppresses KLF5 promoter-driven expression | DLD-1 KLF5 promoter-luciferase reporter, luminescence | inhibition, % at 5 µM | actives 0.23% (n = 290,000) | AID 1700;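 active means inhibition above a per-plate limit of that plate's mean compound inhibition plus 3 SD, cut at about 60% in these data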;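 further: 0% = DMSO wells and 100% = LY294002 at 200 µM; higher means less KLF5 promoter-driven luciferase light; inactives centre near -14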
# AI-2 QS mod: Vibrio harveyi AI-2 quorum sensing modulation. Vibrio harveyi JMH597 AI-2 luminescence/OD600 ratio, 9 h; active compounds read low; strain lacks LuxN and CqsS sensors; 0 = neutral-control median. activity change, % at 7.5 µM. AID 2094. actives 0.4% (n = 300,000); in the data active means activity change below about -75%, passing the limit was not always enough;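 further: luminescence divided by OD600 gain over 9 h not by final OD600 alone; inactives centre near 13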
# aSyn UTR inh: MLPCN primary screen, SNCA 5' untranslated region; alpha-synuclein 5'UTR reporter, inhibitor activity; inhibition, % (tested at 7.5 µM); actives 0.82% (n = 300,000); AID 1813; in the data active means inhibition above about 60%;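 further: H4 neuroglioblastoma cells stably carrying SNCA 5'UTR luciferase fusion; 0% = DMSO wells and 100% = positive control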
# HDAC3 inhib: blocks human histone deacetylase 3; AID 2718; inhibition, % at 8.3 µM; O15379; actives 0.15% (n = 320,000); recombinant HDAC3, fluorogenic peptide/trypsin coupled, fluorescence; in the data active means inhibition above about 26%, passing the limit was not always enough
# Target sequence (O15379 whole entry, looked up): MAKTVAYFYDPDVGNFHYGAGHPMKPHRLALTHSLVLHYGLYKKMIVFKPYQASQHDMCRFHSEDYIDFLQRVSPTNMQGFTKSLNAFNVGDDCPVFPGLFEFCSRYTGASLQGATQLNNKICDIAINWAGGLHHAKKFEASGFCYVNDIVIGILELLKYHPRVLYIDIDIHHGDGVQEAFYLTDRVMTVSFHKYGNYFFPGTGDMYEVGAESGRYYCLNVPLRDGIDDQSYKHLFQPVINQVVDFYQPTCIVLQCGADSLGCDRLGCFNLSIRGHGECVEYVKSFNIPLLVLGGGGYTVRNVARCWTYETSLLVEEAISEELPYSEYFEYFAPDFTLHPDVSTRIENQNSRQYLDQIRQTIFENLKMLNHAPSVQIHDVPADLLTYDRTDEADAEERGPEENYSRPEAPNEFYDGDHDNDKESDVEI
# Starred values were filed as active, the others as inactive; . = no result given.
SMILES,IEC-6 cytotox,Platelet DG rel,aSyn UTR inh,HSP90 inh,HSF1 inh,KLF5 inhibitor,HDAC3 inhib,HSF1 activator,HIF act,AI-2 QS mod
Cc1cc(N2CCOCC2)n2nc(-c3cccc(F)c3)cc2n1,12,-2,-28,1,-4,-7,0,-6,-0.2,14
CC(=O)Nc1ccc(NC(=O)Nc2cc(C)cc(C)c2)cc1,-2,10,-10,0,-9,-3,4,-3,0.0,2
COc1cccc(Nc2ccc([N+](=O)[O-])c3nonc23)c1,5,0,-15,0,3,-9,6,-2,-1.2,19
Cc1ccc(NC(=O)CN2C(=O)CNC2=O)cc1,-2,-9,-18,1,-7,-10,-2,-4,-0.1,10
CC(=O)c1c(C)nc(-c2ccc(Cl)cc2)nc1N=CN(C)C,14,5,-128,1,5,-128,1,30,4.1,0
Cc1sc2ncnc(SCC(=O)N3CCCC3=O)c2c1C,-1,-4,3,-4,-4,-32,3,-3,0.2,-5
CCOC(=O)CN(C(=O)CNC(=O)c1cccs1)C(C(=O)NC1CCCCC1)c1cccs1 (centres undefined),-1,0,6,-2,2,-16,0,23,-0.1,26
O=C(OCC(F)(F)F)c1cccc(COc2ccc3ccccc3c2)c1,-1,0,107*,25*,-62*,-4,16,-66,-3.9,6
CC1=NN(c2ccc(Cl)c(C(=O)O)c2)C(=O)/C1=C/c1ccc(-c2ccccc2[N+](=O)[O-])o1,0,-3,12,4,-6,-19,-2,-11,-0.8,36
COc1ccccc1CNC(=O)C(CCSC)NC(=O)C1CCC(C)CC1 (centres undefined),0,3,-14,0,7,-57,3,15,0.0,8
COc1cccc(C(=O)COc2ccc3c(C)cc(=O)oc3c2)c1,28*,3,-106,3,6,-34,-2,-1,0.8,4
COc1ccc(S(=O)(=O)N2CCC(Cc3ccccc3)CC2)cc1C(N)=O,0,-7,1,3,-2,-38,-3,-2,-13,19
COc1ccc(NC(C)C(=O)N2CCN(Cc3ccccc3)CC2)cc1 (centres undefined),-4,-30,20,1,1,-32,-3,3,0.0,27
COC(=O)c1sccc1NC(=O)Nc1ccc(Cl)c(Cl)c1,-7,16,-61,-7,47,3,1,66*,2.4,11
CCOC(=O)c1ccc(NC(=O)C2CCN(C(=O)c3ccc(OC)c(OC)c3)CC2)cc1,10,0,36,-2,-2,-19,-7,-6,0.0,0
CC1CCN(C(=O)c2ccc(S(=O)(=O)N3CCOCC3)cc2)CC1,-1,9,4,-6,-3,-17,2,3,-1.6,.
COc1cc(OC)c(NC(=O)CCc2nc(-c3cccs3)no2)cc1Cl,-2,-1,-3,5,6,0,-1,11,-0.2,18
FC(F)(F)c1ccc(CSc2nccn2-c2ccccc2)cc1,1,-5,27,-1,15,-1,12,22,0.1,-9
CCCOc1cccc(C(=O)NCCNC(=O)c2ccc(C)nc2)c1,1,-11,-10,5,-6,-7,-3,-14,0.2,29
CCCCn1cc(C(=O)c2cc(Br)ccc2O)cc(C#N)c1=O,2,0,12,-1,2,10,3,2,0.0,17
O=C(CSc1ccc(Cl)cc1)NC1=NN(c2ccccc2)C(=O)C1,5,0,-1,-4,4,-5,2,9,0.0,19
CC(=O)N1CCN(CC(C)(C)NS(=O)(=O)c2ccc(C)cc2)CC1,0,2,-11,-1,-3,-38,2,-1,0.2,20
COc1ccc(OC)c(NC(=O)c2ccno2)c1,3,6,-21,2,0,-48,-1,-9,0.7,30
COC(=O)C1CCN(C(=O)CSc2nc3ccc(OC)cc3[nH]2)CC1,6,1,15,9,-11,-8,3,-8,-0.2,6
Nc1ncc2c(n1)CC(c1ccco1)CC2=O (centres undefined),-11,3,3,-4,0,-18,1,0,0.4,13
CCC(C)c1ccccc1NC(=O)Cc1coc2cc3c(cc12)CCC3 (centres undefined),9,17,16,-5,6,-10,.,8,-11,2
CSc1nnc(-c2cccs2)n1C,-4,5,11,1,-6,-4,-10,8,0.6,36
COn1c2c(c3c4no[n+]([O-])c4ccc31)CCCC2,2,-1,38,0,.,-16,5,.,0.1,4
N#C/C(=C\c1ccccc1)C(=O)N1CCN(c2ccccc2F)CC1,2,-2,-11,8,-1,-7,5,12,-0.1,-5
COCCN1C(=O)C(=O)/C(=C(/O)c2ccc(S(=O)(=O)N3CCCCC3)cc2)C1c1ccc(OC)cc1 (centres undefined),-3,-3,-9,-2,0,-33,0,6,-0.3,8
COc1ccc(/C=C\C(=O)NCc2ccc3[nH]c(C)cc3c2)cc1OC,4,-3,25,4,-8,-10,.,-6,-0.3,36
Cc1cc(Oc2ccc(=O)n(C)n2)nc(Oc2ccc(=O)n(C)n2)n1,0,-2,9,-2,-6,-13,4,-12,-0.6,21
C/C(N)=C(/C#N)C(=O)CSc1nc2ccccc2[nH]1,-3,13,-115,-3,10,-129,-3,4,2.4,18
Cc1cc(=O)oc2ccc(OCC(=O)N(Cc3ccc(F)cc3)Cc3ccco3)cc12,-2,.,-5,4,16,-45,3,14,0.2,18
O=C1CCCC2=C1C(c1cccc(O)c1)C1=C(N2)c2ccccc2C1=O (centres undefined),0,19,-4,-3,3,-12,-1,-9,-0.6,17
Cc1ccc(N(C)S(=O)(=O)c2cccc(C(=O)Oc3ccc4c(C)cc(=O)oc4c3)c2)cc1,1,-2,43,2,-10,-24,-26,-4,-0.3,17
Cc1cccc(OCCn2c(S(=O)(=O)O)nc3ccccc32)c1,-8,2,1,-1,-11,-8,-5,-5,-0.5,13
O=C(CSc1ccc(Cl)cc1)NC(=O)NCc1ccco1,1,2,6,-2,26,20,3,46,-0.5,13
CCOC(=O)Cn1c(CN2CCN(c3cccc(Cl)c3)CC2)nc2c1c(=O)[nH]c(=O)n2C,-6,9,-1,0,-55*,-32,1,-65,-0.9,28
CS(=O)(=O)N(CC(=O)NC1CCCC1)C1CCCCC1,5,12,1,6,.,-20,-10,.,-0.3,-7
CC(=O)Nc1nonc1-c1nc2ccccc2n1Cc1ccccc1,6,-1,45,2,20,-13,-5,48,-1.4,19
O=C(Oc1ccccc1)N1CCOCC1,-5,12,4,-2,1,-54,-2,2,-0.8,8
Oc1ccc(Cc2ccc(Cl)cc2)c(O)c1,1,9,-2,4,6,-3,6,-14,0.1,-21
CCc1ccccc1N1CCN(S(=O)(=O)c2cc(OC)ccc2OC)CC1,-3,-2,.,-2,.,-18,-6,.,.,22
CC1CN(C(=O)CSc2nnc3c(Cl)cc(Cl)cn23)CC(C)O1 (centres undefined),4,-10,0,0,-1,5,-3,5,0.3,0
CC(C)c1ccc2c(c1)C(N1CCN(C)CC1)Cc1cccnc1S2 (centres undefined),.,4,-11,.,4,.,1,2,-0.2,28
Oc1ccc2oc3c(c2c1C=NCc1ccncc1)CCCC3,3,-5,5,0,-8,3,9,-2,0.1,12
Cc1ccc(CNC(=O)C(=O)NCC2OCCCN2S(=O)(=O)c2cccs2)cc1 (centres undefined),5,-2,-18,3,-2,-3,0,-4,0.2,14
Cc1ccc(CNC(=O)CN(C(=O)N2CCN(C)CC2)S(=O)(=O)c2ccc(C)cc2)cc1,.,0,12,.,2,.,4,-2,-0.2,24
CCCCn1c(N)c(N(CCOC)C(=O)c2ccc(C)c(S(=O)(=O)N3CCCCC3)c2)c(=O)[nH]c1=O,.,-6,-8,.,1,.,4,3,0.0,11
Cc1nn(-c2ccccc2)c2sc(C(=O)NNC(=O)COc3ccccc3)cc12,2,1,16,1,3,-13,-6,7,0.2,14
O=C(Nc1ccc2c(c1)OCO2)C1CCCCN1S(=O)(=O)c1ccc(F)cc1 (centres undefined),-2,-2,-14,-1,0,0,-2,16,0.1,-2
O=c1nc2n(c3cc(Cl)c(S(=O)(=O)N4CCOCC4)cc13)CCCCC2,6,0,-1,4,-8,-12,-2,-5,-0.2,23
O=C(c1ccccn1)N1CCCC(N2CCN(Cc3ccc4c(c3)OCO4)CC2)C1 (centres undefined),-5,0,4,-3,-7,-42,-8,-18,2.3,20
Cc1ccc(C)c(N2CCN(S(=O)(=O)c3ccc4[nH]c(=O)c(=O)[nH]c4c3)CC2)c1,3,-18,-13,3,-4,-19,17,12,-0.5,24
O=c1[nH]c(CSc2ncnc3sccc23)nc2ccccc12,8,0,-52,2,30,-30,-9,56*,1.3,-18
NC(=O)CCn1c(=O)oc2ccccc21,0,6,10,4,-15,-10,-3,2,-1.0,51
Cc1cc2sc3ccccc3c(=O)c2c(C)c1O,4,-13,-96,-1,14,-21,-1,19,5.2,8
CC(=O)c1cccc(NS(=O)(=O)c2cc3c(cc2C)N(C(C)=O)CCO3)c1,0,10,5,-4,-3,-38,-2,-3,0.8,14
COc1cc(/C=C(/C#N)C(=O)c2c(C)[nH]c3ccccc23)ccc1OCC#N,2,-10,4,5,42,-9,12,68*,-0.7,7

# Next section:
SMILES,IEC-6 cytotox,Platelet DG rel,aSyn UTR inh,HSP90 inh,HSF1 inh,KLF5 inhibitor,HDAC3 inhib,HSF1 activator,HIF act,AI-2 QS mod
Brc1cc(Br)c2nc(-c3cccs3)ccc2c1,4,1,-157,2,-17,12,-3,-34,3.3,18
Clc1ccccc1CNc1ncnc2nc[nH]c12,-3,-32,17,-3,5,14,-1,10,0.2,7
COc1ccc(CCNC(=O)CCS(=O)(=O)c2ccc3c(c2)oc(=O)n3C)cc1OC,6,20,12,1,-6,-18,-1,-14,-0.7,11
COC(=O)Cn1cnc2c(nnn2-c2cccc(OC)c2)c1=O,4,-3,4,-2,-4,-11,-7,-9,-0.8,52
CCCCNS(=O)(=O)c1ccc(OCC(=O)OC)cc1,4,-5,-4,-2,14,13,1,25,-28,39
CCOc1cc(C2C3=C(CCCC3=O)Nc3nc(C(=O)OC)nn32)ccc1OC (centres undefined),0,17,22,-2,-3,-4,2,-4,-0.1,38
COc1ccc(NC(=O)CN(c2ccc(C)cc2)S(=O)(=O)c2c(C)nn(C)c2C)cc1OC,-9,8,-15,-2,-40,-25,-3,-51,-0.1,8
O=C(COc1ccccc1)NNC(=O)c1cc2ccccc2oc1=O,0,2,-49,-1,0,-11,0,-1,1.2,6
COc1ccc(C)c2sc(N(CCN(C)C)C(=O)/C=C/c3cccs3)nc12,-1,2,20,-1,17,7,12,31,-0.4,4
O=C(NC1CCCCC1)c1cc2nc(-c3ccco3)cc(C(F)(F)F)n2n1,0,0,7,-1,-9,2,.,-3,-0.5,7
CCN(C(=O)c1cccc(S(=O)(=O)N(C)C)c1)C12CC3CC(CC(C3)C1)C2,-3,1,-12,6,2,-6,1,12,-1.0,7
CCOC(=O)C1CCN(CCC(=O)Nc2cccc(C)c2)CC1,0,9,-5,-3,3,13,2,-15,0.4,12
Cc1c(C(=O)N/N=C/c2c(O)ccc3ccccc23)nnn1-c1nonc1N,0,2,63*,3,-5,48,-9,-9,7.9,-2
COc1ccccc1C(=O)NCCC(=O)N(C)CC(=O)Nc1ccc(Cl)cc1,.,17,3,.,2,.,5,3,-0.3,17

# Record cards, from the list above. Screens in order: IEC-6 cytotox	Platelet DG rel	aSyn UTR inh	HSP90 inh	HSF1 inh	KLF5 inhibitor	HDAC3 inhib	HSF1 activator	HIF act	AI-2 QS mod
# Listed for COc1ccc(OC)c(NC(=O)c2ccno2)c1 = 3	6	-21	2	0	-48	-1	-9	0.7	30
# Listed for CCCCNS(=O)(=O)c1ccc(OCC(=O)OC)cc1 = 4	-5	-4	-2	14	13	1	25	-28	39
